EBNA-1 inh: EBNA-1 DNA-binding inhibitors, primary screen, biochemical, fluorescence polarization; actives 0.34% (n = 300,000); inhibition, % at 14.8 µM; AID 1950, 2009; in the data active = inhibition above about 28%
Fam108B inh: mouse Fam108B serine hydrolase inhibitors, primary screen, counter-screen for RBBP9 inhibitor project, biochemical, fluorescence polarization. AID 1947, 2009. actives 0.33% (n = 300,000). inhibition, % at 9.51 µM. recombinant Fam108B, FP-Rh probe fluorescence polarization;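 active = inhibition above the screen mean inhibition plus 3 SD, computed separately per campaign, cut at about 18% in these data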;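 note: inhibitors lower polarization as less probe binds the enzyme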
BCLXL inh: inhibitors of human Bcl-xL, primary screen, biochemical, fluorescence polarization, HTS. AID 2129, 2009. inhibition, % at 10.9 µM. actives 0.7% (n = 320,000). GST-Bcl-xL / FITC-Bim BH3 peptide fluorescence polarization;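 active = inhibition above the mean of all tested compounds plus 3 SD, cutoff set per campaign, cut at about 30% in these data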;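 note: 0% = DMSO wells and 100% = unlabeled Bim-BH3 peptide competitor; inhibitors lower millipolarization by displacing the labeled peptide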
Target sequence (Q07817 whole entry, looked up): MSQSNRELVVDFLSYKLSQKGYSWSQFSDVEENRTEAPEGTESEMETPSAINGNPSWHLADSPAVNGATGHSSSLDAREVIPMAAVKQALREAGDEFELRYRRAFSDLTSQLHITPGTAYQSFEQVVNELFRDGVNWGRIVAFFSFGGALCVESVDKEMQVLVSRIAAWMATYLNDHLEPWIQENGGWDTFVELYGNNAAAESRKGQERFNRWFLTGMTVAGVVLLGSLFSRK
Efflux pump mplx: inhibitors of Candida efflux pumps in yeast, primary screen, S. cerevisiae, Nile Red, multiplex; actives 0.44% (n = 330,000); S. cerevisiae Candida pump triplex; inhibition, % at 10 µM;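 active = plate passing quality check with inhibition over a set limit, or well fluorescence over plate mean plus 4 SD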;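 note: Nile Red retained in pooled yeast measured as flow cytometry median fluorescence; 0% = buffer negative control and 100% = Enniatin B positive control; higher means more Nile Red kept so more efflux inhibition; some compounds called inactive have numbers as strong as hits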
GLD-1 TGE inh: GLD-1/TGE RNA complex disruptors, primary screen, biochemical, fluorescence polarization | purified GLD-1 + fluorescein TGE RNA | actives 0.44% (n = 320,000) | inhibition, % at 5.96 µM;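 active = percent inhibition above a per-plate cutoff, the plate mean of test compounds plus 3 SD, cut at about 30% in these data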;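 note: 0% = DMSO wells with GLD-1 and probe and 100% = wells lacking GLD-1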
Target sequence (Q17339 whole entry, looked up): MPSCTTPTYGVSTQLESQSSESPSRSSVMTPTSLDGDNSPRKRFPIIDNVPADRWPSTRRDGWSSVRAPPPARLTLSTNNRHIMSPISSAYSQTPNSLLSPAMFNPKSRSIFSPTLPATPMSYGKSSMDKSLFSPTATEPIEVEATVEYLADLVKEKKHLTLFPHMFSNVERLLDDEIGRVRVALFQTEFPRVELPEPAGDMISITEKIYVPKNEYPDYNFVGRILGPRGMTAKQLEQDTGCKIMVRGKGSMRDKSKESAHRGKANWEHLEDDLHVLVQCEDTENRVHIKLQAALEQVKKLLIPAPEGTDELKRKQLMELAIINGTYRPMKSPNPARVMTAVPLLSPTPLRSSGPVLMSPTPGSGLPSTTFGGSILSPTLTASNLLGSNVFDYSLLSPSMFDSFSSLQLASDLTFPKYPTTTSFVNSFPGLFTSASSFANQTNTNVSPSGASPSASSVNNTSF
MEX-5 binding: MEX-5 zinc finger RNA-binding disruptors – biochemical, C. elegans, fluorescence polarization, MLPCN library, primary screen. Zinc finger protein mex-5 (Caenorhabditis elegans), Q9XUB2. MEX-5/FITC-TCR2 RNA binding; active compounds read low. activity score (negative = inhibition of binding), % at 10 µM. actives 0.38% (n = 300,000);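 active = inhibition past about -25% in most replicates, and total fluorescence under double the plate's negative control median, limit read from the data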;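 note: 0% = DMSO and -100% = 5 µM competing unlabeled TCR2 RNA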
Yeast superoxide: reduction of superoxide in aged yeast, primary screen, HTS; S. cerevisiae aged cells, superoxide DHE fluorescence; active compounds read low; superoxide response (% of plate mean), % at 10 µM; actives 0.18% (n = 330,000);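 active = superoxide response under a set limit, about three screen SD below normal, cut at about 65% in these data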;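 note: yeast aged for seven days with compound at 30 °C before DHE staining; 100% = average MFI of all compound-treated wells on the plate with controls excluded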
MCL1 BIM primary: inhibitors of MCL1 binding to BIM-BH3, primary screen, biochemical, fluorescence polarization | actives 0.68% (n = 320,000) | Induced myeloid leukemia cell differentiation protein Mcl-1 (Homo sapiens), Q07820 | GST-MCL1 / FITC-Bim-BH3 fluorescence polarization | inhibition, % at 10.9 µM;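 active = inhibition above the mean inhibition of all tested compounds plus 3 SD, set per campaign, cut at about 40% in these data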;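 note: 0% = DMSO wells and 100% = unlabeled Bim-BH3 peptide control; higher means more loss of mP so more displacement of Bim peptide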
ZTA counter: ZTA (EBV) inhibition in EBNA-1 counter-screen | P03206 | inhibition, % at 11 µM | actives 0.15% (n = 320,000) | ZTA-DNA binding, fluorescence polarization | AID 2234; in the data active = inhibition above about 33%
Target sequence (P03206 whole entry, looked up): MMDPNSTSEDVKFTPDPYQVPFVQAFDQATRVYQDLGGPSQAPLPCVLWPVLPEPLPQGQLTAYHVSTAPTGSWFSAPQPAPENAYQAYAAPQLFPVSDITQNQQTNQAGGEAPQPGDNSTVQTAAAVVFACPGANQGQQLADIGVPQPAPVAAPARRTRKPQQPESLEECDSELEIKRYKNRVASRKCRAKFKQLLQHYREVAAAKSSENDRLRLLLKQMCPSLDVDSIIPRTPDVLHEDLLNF
The depositor's hits bear a star; . = no result given.

SMILES | EBNA-1 inh | Fam108B inh | BCLXL inh | Efflux pump mplx | GLD-1 TGE inh | MEX-5 binding | Yeast superoxide | MCL1 BIM primary | ZTA counter
CC(C)C(=O)Nc1nnc(Cc2ccccc2)s1 | -12 | -1 | 0 | -0.4 | 9 | -0.9 | 113 | 4 | -26
CC(=O)/C(C#N)=C1\NC(=O)C(Cc2ccccc2C)S1 (stereo not given) | -10 | 4 | 4 | -0.2 | 10 | . | 103 | 0 | -6
Cc1ccc(NC(=O)c2cccc3c2-c2ccccc2C3=O)cc1C | 1 | -3 | 4 | -0.1 | 7 | -0.3 | 104 | -2 | -6
CCOc1ccc(C2NC(=O)c3sc(=S)n(-c4ccccc4)c3N2)cc1 (stereo not given) | 5 | 9 | 0 | -0.1 | -3 | 1.8 | 115 | -16 | -7
COc1ccccc1NC(=O)Cc1nnc(SCC(=O)NC2=NCCS2)n1C | -6 | -1 | 4 | -0.1 | 1 | -3.4 | 96 | 2 | -23
CCOc1ccc(C(=O)N2CCCN(C(=O)c3ccc(OCC)cc3)CC2)cc1 | -18 | 2 | 2 | 0.0 | 13 | 1.4 | 102 | 3 | -12
CCn1cc(SCC(=O)NCc2ccc3c(c2)OCO3)c2ccccc21 | -6 | 3 | 2 | 0.1 | -3 | -1.1 | 111 | 8 | 0
Cc1cc(NS(=O)(=O)c2ccc(NC(=O)c3cc4ccccc4o3)cc2)nc(C)n1 | -11 | 2 | 9 | 0.2 | -6 | 1.8 | 98 | 6 | 3
COC(=O)CN1C(=O)N/C(=C/c2cc3c(cc2OC)OCO3)C1=O | 1 | -2 | -1 | 0.1 | 5 | -4.2 | 103 | 0 | 6
CCOc1ccc(NC(=O)c2ccncc2)cc1 | -17 | -1 | 2 | 0.3 | 3 | 0.4 | 117 | 1 | -1
O=C(NC(=S)Nn1cnc2c(cnn2-c2ccccc2)c1=O)c1ccc(Oc2ccccc2)cc1 | 31* | 0 | 5 | 0.7 | -3 | 1.5 | 106 | 21 | -1
CCCCC(=O)N(CCOC)c1nnc(-c2cccnc2)s1 | 5 | 0 | 2 | 0.0 | 2 | -2.3 | 87 | 3 | -4

Part of the list above in order of heavy-atom count, falling.
SMILES | EBNA-1 inh | Fam108B inh | BCLXL inh | Efflux pump mplx | GLD-1 TGE inh | MEX-5 binding | Yeast superoxide | MCL1 BIM primary | ZTA counter
O=C(NC(=S)Nn1cnc2c(cnn2-c2ccccc2)c1=O)c1ccc(Oc2ccccc2)cc1 | 31* | 0 | 5 | 0.7 | -3 | 1.5 | 106 | 21 | -1
Cc1cc(NS(=O)(=O)c2ccc(NC(=O)c3cc4ccccc4o3)cc2)nc(C)n1 | -11 | 2 | 9 | 0.2 | -6 | 1.8 | 98 | 6 | 3
CCOc1ccc(C(=O)N2CCCN(C(=O)c3ccc(OCC)cc3)CC2)cc1 | -18 | 2 | 2 | 0.0 | 13 | 1.4 | 102 | 3 | -12
COc1ccccc1NC(=O)Cc1nnc(SCC(=O)NC2=NCCS2)n1C | -6 | -1 | 4 | -0.1 | 1 | -3.4 | 96 | 2 | -23
CCn1cc(SCC(=O)NCc2ccc3c(c2)OCO3)c2ccccc21 | -6 | 3 | 2 | 0.1 | -3 | -1.1 | 111 | 8 | 0
Cc1ccc(NC(=O)c2cccc3c2-c2ccccc2C3=O)cc1C | 1 | -3 | 4 | -0.1 | 7 | -0.3 | 104 | -2 | -6
COC(=O)CN1C(=O)N/C(=C/c2cc3c(cc2OC)OCO3)C1=O | 1 | -2 | -1 | 0.1 | 5 | -4.2 | 103 | 0 | 6
CCCCC(=O)N(CCOC)c1nnc(-c2cccnc2)s1 | 5 | 0 | 2 | 0.0 | 2 | -2.3 | 87 | 3 | -4
CC(=O)/C(C#N)=C1\NC(=O)C(Cc2ccccc2C)S1 (stereo not given) | -10 | 4 | 4 | -0.2 | 10 | . | 103 | 0 | -6
CC(C)C(=O)Nc1nnc(Cc2ccccc2)s1 | -12 | -1 | 0 | -0.4 | 9 | -0.9 | 113 | 4 | -26

Following part
SMILES | EBNA-1 inh | Fam108B inh | BCLXL inh | Efflux pump mplx | GLD-1 TGE inh | MEX-5 binding | Yeast superoxide | MCL1 BIM primary | ZTA counter
CCn1c(CN2CCOCC2)nnc1SCC(=O)Nc1ccccc1C | -4 | 0 | 1 | 0.1 | 5 | -0.1 | 93 | 2 | -20
C=CCOc1c2ccc(C(=O)NCc3ccccc3OC)cc2nn1C | 5 | -1 | 2 | 0.0 | 2 | 1.2 | 97 | 3 | 8
CCOc1ccc(-n2c(=O)c3ccccc3c3ccccc3c2=O)cc1 | 4 | 1 | 0 | 0.0 | 5 | -0.8 | 98 | -10 | -4
COc1ccc(CNC(=O)COC(=O)/C=C/c2cccc(Br)c2)cc1 | 14 | -3 | 0 | 0.0 | -1 | 0.4 | 105 | -3 | 7
COc1cc(/C=C/C(=O)c2ccc3c(c2)OCO3)cc(Cl)c1O | 3 | -8 | -16 | 0.1 | -48 | 0.6 | 89 | -25 | 3
Cc1c(CC(=O)NCCCC(=O)O)c(=O)oc2cc3oc4c(c3cc12)CCCC4 | 7 | 0 | 3 | -0.1 | -4 | -0.2 | 95 | -6 | 18
COc1ccc(-n2nc([N+](=O)[O-])c(=NCc3cccnc3)n2O)cc1 | 4 | -2 | 2 | -0.4 | -2 | 0.9 | 112 | 5 | 0
O=C(COc1ccc2ccccc2c1)NNC(=O)Nc1ccc(F)cc1F | 20 | 0 | -3 | 0.0 | 2 | -1.1 | 100 | 5 | 4
CCOC(=O)C1=C(COC(=O)/C=C/c2ccc(SC)cc2)NC(=O)NC1C (stereo not given) | 2 | 2 | -2 | 0.2 | 5 | 0.9 | 111 | -5 | -1
COc1ccc(Cc2nnc(SCC(=O)N(C)CC(=O)Nc3ccc(C)cc3)o2)cc1 | 17 | -2 | 0 | -0.1 | 10 | 3.0 | 111 | -2 | 6
O=C(NCc1cccnc1)c1cccc(-c2cc3ccccc3oc2=O)c1 | -6 | 1 | 2 | 1.9 | 5 | 1.4 | 96 | 6 | 1
Cc1ccc(-c2nn(-c3ccc(F)cc3)cc2C(=O)N2CCN(C3CCS(=O)(=O)C3)CC2)cc1 (stereo not given) | . | . | -5 | 0.0 | -3 | . | 84 | -3 | 5
Cc1ccn2c(CNCCn3cccn3)c(C(=O)N3CCCCCC3)nc2c1 | 5 | 0 | 3 | -0.1 | 6 | -2.5 | 100 | 8 | 2
Cc1[nH]c(=O)c(C#N)cc1-c1ccncc1 | 9 | 5 | 4 | -0.1 | -1 | 0.5 | 104 | 6 | 20
CC(C)(C)NC(=O)C(=O)NNC(=O)c1ccco1 | 5 | 1 | 3 | 0.0 | 2 | -11 | 104 | 9 | 18
CC(=O)n1cc(Nc2ccccc2C(=O)O)c2ccccc21 | -2 | 3 | 11 | 0.0 | 1 | -2.4 | 108 | 5 | -10
COc1ccc(NC(=S)N(Cc2ccc(C(=O)O)cc2)Cc2ccc(OC)c(OC)c2)cc1 | 3 | -9 | 3 | 0.5 | -1 | 2.0 | 110 | 1 | 8
O=C(N/N=C/c1cccs1)c1ccccn1 | 13 | -1 | 4 | -0.3 | -4 | 3.2 | 94 | 9 | 10
CC(=O)N1CCc2c(sc(NC(=O)Cc3ccc(F)cc3)c2C#N)C1 | -9 | 5 | 2 | 0.1 | -5 | -0.3 | 92 | -1 | 17
COc1ccc(C)cc1NC(=O)Nc1cccc(C(=O)O)c1 | -12 | 0 | 4 | 0.1 | 4 | 1.3 | 132 | -3 | -11
O=C(C1CCCC1)N1CCN=C1SCc1cccc([N+](=O)[O-])c1 | 12 | -3 | 0 | 0.0 | -7 | 1.5 | 110 | -6 | -13
CCOc1cc(/C=C2\C(=O)N(c3cccc(C(F)(F)F)c3)C(=O)c3ccccc32)ccc1O | 5 | 18 | 1 | -0.4 | -1 | 2.8 | 90 | -4 | 0
CC(C)(C)NC(=O)CSc1nc(O)cc(=O)n1-c1ccccc1F | 5 | -9 | -62 | -0.3 | -34 | 24 | 98 | -93 | -1
Cc1csc(NC(=O)COCC(=O)O)c1-c1nc2ccccc2s1 | -4 | -8 | 4 | 0.1 | 0 | -2.4 | 122 | -5 | -4
COc1ccc(C2=[N+]([O-])C(C)(C)N(O)C2C)cc1 (stereo not given) | -14 | -3 | 2 | 0.3 | -2 | -0.6 | 106 | 5 | 0
COc1cc(OC)cc(C(=O)N[C@H](C(=O)Nc2nc3ccc(S(C)(=O)=O)cc3s2)C(C)C)c1 | -10 | -1 | -8 | 0.3 | 6 | -0.5 | 110 | -13 | 13
O=C(NC1CCCCC1)N(Cc1nc2ccccc2c(=O)[nH]1)C1CCCC1 | -9 | 0 | 3 | 0.0 | 3 | 0.5 | 104 | 2 | -2
CN1C(=O)/C(=C/c2cn(CC(=O)NCc3ccco3)c3ccccc23)NC1=S | -11 | -3 | 2 | 0.4 | -36 | -5.6 | 108 | 0 | -20
COc1ccc(/C=C/c2nc3ccccc3n2Cc2ccc(OC)c(OC)c2)cc1 | 8 | -2 | 11 | -0.1 | 0 | -1.3 | 87 | 20 | -5
Cc1ccccc1CSc1nnc(CCCCCNC(=O)OC(C)(C)C)o1 | -2 | 1 | -2 | 0.1 | -1 | -1.4 | 110 | -5 | -1
Cc1nc(Cl)cc(N/N=C/c2ccc(O)cc2)n1 | -3 | 0 | 5 | -0.1 | 0 | -1.4 | 102 | -3 | -9
O=C(NCCN1C(=O)S/C(=C\c2ccc(OC(F)F)cc2)C1=O)C1=COCCO1 | -12 | 2 | 9 | -0.2 | 0 | 0.0 | 97 | -2 | 2
O=C(CSc1nnnn1C1CCCCC1)Nc1ccccc1N1CCOCC1 | 5 | -1 | 2 | 0.1 | 9 | -5.1 | 98 | 1 | 2
O=C(CC12CC3CC(CC(C3)C1)C2)N1CCCC1 | 13 | -2 | 5 | 0.0 | -4 | -1.3 | 108 | 2 | 17
Cc1ccc(CNC(=O)CN(C)S(=O)(=O)c2cccc3nsnc23)cc1 | 3 | 2 | -2 | 0.1 | 0 | 0.7 | 94 | 11 | -6
COc1cc(Br)c(CN2C(=O)NC3(CCCCCC3)C2=O)cc1OC | -5 | 0 | 1 | 0.4 | -2 | 2.4 | 110 | -1 | -17
COC(=O)c1cnc2c(C(F)(F)F)cccc2c1OC | -4 | 0 | 2 | 0.4 | 0 | . | 102 | 5 | -4
Cc1ccc(O)c(C(=O)c2coc(=N)c(C(=O)NC(C)C)c2)c1 | 13 | -1 | 6 | -0.1 | 3 | 1.2 | 85 | 3 | 16
Cc1ccc(S(=O)(=O)NNC(=S)NCCc2ccccc2)cc1 | 2 | -5 | 0 | 0.2 | 3 | 0.0 | 97 | -5 | -6
C=CCCC(=O)Nc1nc(C)c(-c2csc(Nc3cccc(OC)c3)n2)s1 | 4 | 14 | 5 | -0.2 | -43 | 8.3 | 102 | 0 | 3
Cc1ccc(-n2ncc3c(SCc4ccccn4)ncnc32)c(C)c1 | -9 | -1 | 3 | 0.1 | 0 | 5.3 | 104 | 3 | -11

Screening results deposited in PubChem BioAssay by several laboratories.
